PPARg SRC2 recr: agonists of PPARg-SRC-2 recruitment, primary screen, biochemical, HTS | Peroxisome proliferator-activated receptor gamma (Homo sapiens), P37231 | PPARgamma LBD-SRC-2 recruitment | activation, % at 8 µM | actives 0.34% (n = 200,000) | AID 1032, 2008; in the data active = activation above about 22%;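 note: 0% = vehicle and 100% = reference agonist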
Target sequence (P37231 whole entry, looked up, the tested form may be a part): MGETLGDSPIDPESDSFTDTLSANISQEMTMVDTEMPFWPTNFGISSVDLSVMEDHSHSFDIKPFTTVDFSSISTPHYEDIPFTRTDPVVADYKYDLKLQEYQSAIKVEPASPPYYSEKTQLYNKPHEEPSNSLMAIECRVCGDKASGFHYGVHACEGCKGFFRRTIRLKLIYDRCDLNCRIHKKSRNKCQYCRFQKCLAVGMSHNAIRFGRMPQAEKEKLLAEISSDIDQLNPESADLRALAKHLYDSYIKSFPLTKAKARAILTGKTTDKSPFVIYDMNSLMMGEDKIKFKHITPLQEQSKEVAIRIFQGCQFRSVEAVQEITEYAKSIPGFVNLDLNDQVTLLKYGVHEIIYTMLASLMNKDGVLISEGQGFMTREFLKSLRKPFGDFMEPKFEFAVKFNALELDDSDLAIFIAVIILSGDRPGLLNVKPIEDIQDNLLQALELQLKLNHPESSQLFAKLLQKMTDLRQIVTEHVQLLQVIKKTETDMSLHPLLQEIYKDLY
bIAP act: bovine intestinal alkaline phosphatase activators, primary screen, biochemical, bovine IAP, CDP-star luminescence | actives 0.17% (n = 200,000) | activation factor at 20 µM | alkaline phosphatase, intestinal [Bos taurus] | AID 1016, 2008 | purified bovine IAP, 30 min; active compounds read high; fold of DMSO-control signal, blank-subtracted;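 active = activation factor of 2 or more at 20 µM, a signal rise over negative controls twice the positive control's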
ROMK primary: ROMK potassium channel modulators, primary screen, cell-based, thallium flux, MLSMR library. B-score at 10 µM. Tet-inducible ROMK, thallium flux fluorescence; actives lie on both sides. actives 2% (n = 130,000). ATP-sensitive inward rectifier potassium channel 1 (Homo sapiens), P48048. AID 1918, 2009;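 active = signal ratio slope over the read window, or its plate-corrected B-score, at least 3 SD from the plate mean, either direction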;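 note: B-score of the F/F0 ratio slope over 7 to 12 s after thallium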
Target sequence (P48048 whole entry, looked up): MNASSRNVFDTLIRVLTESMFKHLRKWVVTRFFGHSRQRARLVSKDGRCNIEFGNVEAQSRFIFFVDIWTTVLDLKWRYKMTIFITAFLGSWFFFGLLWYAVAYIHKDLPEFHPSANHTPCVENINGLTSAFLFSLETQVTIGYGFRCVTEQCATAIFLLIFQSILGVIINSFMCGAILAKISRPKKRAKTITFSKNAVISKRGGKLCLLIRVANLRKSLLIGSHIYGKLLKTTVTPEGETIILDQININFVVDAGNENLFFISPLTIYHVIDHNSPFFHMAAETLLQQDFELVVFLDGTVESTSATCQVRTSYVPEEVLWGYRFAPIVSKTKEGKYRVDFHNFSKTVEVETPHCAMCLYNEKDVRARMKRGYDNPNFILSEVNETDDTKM
DTT redox prof: compounds producing H2O2 with reducing agent – biochemical, NIH compound library profiling, artefact control for MLSCN library redox annotation, primary screen | DTT-dependent redox cycling H2O2, phenol red/HRP absorbance; 100% = 100 µM peroxide control, 0% = buffer | activation, % at 10 µM | actives 0.03% (n = 200,000) | AID 878, 2007;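 active = activation of at least 50% relative to the plate's high and low controls in the primary single-dose screen; inactive = activation below 50%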;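 note: compound incubated with DTT at 0.8 mM final as the reducing agent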
PPARg SRC3 recr: PPARgamma agonists recruiting SRC-3 coactivator, primary screen, biochemical; Peroxisome proliferator-activated receptor gamma (Homo sapiens), P37231; biochemical PPARgamma/SRC-3 coactivator recruitment assay; activation, % at 8 µM; actives 0.26% (n = 200,000); AID 731, 2007; in the data active = activation above about 23%;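 note: 0% = DMSO and 100% = reference agonist; some compounds past the cut are filed as inactive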
TLR4 MyD88 comp: inhibitors of TLR4-MyD88 association in cells, primary screen, cell-based, HeLa CL3-4, BLA complementation, FRET ratio; HeLa CL3-4 TLR4/MyD88 BLA complementation; actives 0.18% (n = 200,000); AID 861, 2007; inhibition, % at 8.4 µM; Toll-like receptor 4 (Homo sapiens) + Myeloid differentiation primary response protein …; in the data active = inhibition above about 25%;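 note: 0% = vehicle and 100% = reference inhibitor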
S1P3 antag: S1P3 receptor antagonists, primary screen, cell-based. Sphingosine 1-phosphate receptor 3 (Homo sapiens), Q99500. CHO S1P3 NFAT-BLA reporter, FRET fluorescence, antagonist mode. inhibition, % at 4.98 µM. actives 0.27% (n = 170,000). AID 485, 2006;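 active = inhibition above the plate cutoff, the mean inhibition of test wells on that plate plus 3 SD, cut at about 28% in these data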;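 note: cells challenged with S1P at its EC80 of 0.8 µM; blue over green emission ratio from cleaved BLA substrate after 4 h stimulation; 0% = S1P-stimulated wells and 100% = unstimulated DMSO-only wells; some compounds past the cut are filed as inactive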
SRC2 TRFRET art: TR-FRET signal artefacts, primary screen, artefact control for PPARgamma SRC-2 agonist project, biochemical | TR-FRET artefact counter-screen; active compounds read high | TR-FRET ratio at 8 µM | actives 0.4% (n = 200,000) | AID 1049, 2008; in the data active = TR-FRET ratio above about 2000; note: inactives centre near 1500
Lmaj promast: Leishmania major promastigote growth inhibition, primary screen; Leishmania major promastigotes, resazurin fluorescence viability; inhibition, % at 10 µM; actives 9% (n = 200,000); in the data active = inhibition above about 50%;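 note: promastigotes grown with compound for 44 hours at 28 °C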
PPARg SRC-1 ag: PPARgamma agonists recruiting SRC-1 coactivator, primary screen, biochemical. Peroxisome proliferator-activated receptor gamma (Homo sapiens), P37231. PPARgamma-SRC-1 coactivator recruitment biochemical assay. activation, % at 8 µM. actives 0.41% (n = 200,000); in the data active = activation above about 19%;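 note: 0% = DMSO and 100% = reference agonist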
bIAP inh: bovine intestinal alkaline phosphatase inhibitors, primary screen, selectivity assay for TNAP inhibitor project, biochemical, bovine IAP, CDP-star luminescence; 190,000 tested, under 10 active; inhibition, % at 20 µM; alkaline phosphatase, intestinal [Bos taurus]; purified bovine IAP, 30 min;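 active = over 50% inhibition of intestinal alkaline phosphatase at 20 µM in the single-dose screen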
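System: Purified bovine intestinal alkaline phosphatase (IAP) enzyme | Input: IAP diluted 1/65,000,000 in the well | Also added: CDP-star chemiluminescent phosphatase substrate, 30 µM final | Dosing: 20 µM single dose | Times: Enzyme reaction for 30 min at room temperature | Detection: Luminescence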
The depositor's hits bear a star; nt = no result given. Compounds were not picked by outcome. Share with any hit: about 11%.

SMILES	PPARg SRC2 recr	bIAP act	ROMK primary	DTT redox prof	PPARg SRC3 recr	TLR4 MyD88 comp	S1P3 antag	SRC2 TRFRET art	Lmaj promast	PPARg SRC-1 ag	bIAP inh
O=c1nc(NCc2ccccc2Cl)cn[nH]1	4	1	nt	0.9	2	2	nt	1569	0	4	5
CCN1CCN(C(c2ccccc2)c2nnnn2Cc2ccccc2)CC1 (stereo not drawn)	8	1	-0.29	-0.3	7	-19	nt	1556	-3	-2	2
Cc1cc(=O)n2c(nc3ccccc32)[nH]1	2	1	-0.15	-0.6	3	-3	nt	1506	-3	0	2
Cc1cccc(C2N(c3ccc(F)cc3)C(=O)C3CCCN32)c1 (stereo not drawn)	-3	nt	nt	-1.3	4	9	-3	1449	3	4	nt
CCC1(c2ccccc2)NC(=O)N(CC#N)C1=O (stereo not drawn)	1	1.3	-0.092	0.3	-4	10	-12	1447	-1	-3	-27
Cc1cc(C)c(C)c(S(=O)(=O)NCC(=O)Nc2sc3c(c2C(N)=O)CCCC3)c1C	0	0.9	nt	-0.1	13	4	nt	1542	17	1	6
CCc1ccc(Nc2cc(=O)n(C3CCCCC3)c(=O)[nH]2)cc1	-1	0.9	-1.3	0.3	0	-17	-7	1510	5	-2	8
CCOC(=O)c1cccc(N2C(=O)C3C(C(=O)NC4CC4)C4(C)C=CC3(O4)C2C(=O)NC(C)(C)C)c1 (stereo not drawn)	-2	1.1	-0.0067	9.1	-4	-10	nt	1682	-7	3	-10
COc1ccc(C(=O)Nc2nc(-c3cccs3)c(NC(C)=O)s2)cc1	8	1	0.49	-0.5	1	-15	nt	1681	6	2	2
Brc1ccc2c(c1)C(C1=NCCN1)c1ccccc1CS2 (stereo not drawn)	0	1	-0.64	-0.2	-5	1	-2	1260	6	1	4
CCn1ccc(C(=O)Oc2ccc(Cl)cc2)n1	3	1	nt	1.7	6	9	nt	1612	-2	4	3
O=c1[nH]c(C2CCN(S(=O)(=O)c3ccccc3)CC2)nc2c1nnn2Cc1ccccc1	-2	1	nt	-1.3	-1	-14	-6	1486	-7	15	5
CCN(CC(O)COc1ccc(OCC(O)CN(CC)C2CCCCC2)cc1)C1CCCCC1 (stereo not drawn)	0	nt	-0.76	1.2	4	0	nt	1556	100*	4	nt
Cc1occc1-c1n[nH]c(=S)n1-c1ccccc1	5	0.7	0.19	0.0	1	5	-7	1747	-9	4	34
O=C(COC(=O)c1ccccc1NS(=O)(=O)c1ccc(Cl)cc1)NCc1ccccc1	15	0.5	-0.68	-0.9	6	-1	0	1729	3	7	46
O=C(NC(c1ccccc1)c1cc(Cl)c2cccnc2c1O)c1cccnc1 (stereo not drawn)	4	1.1	0.0012	-0.1	2	6	-4	1488	98*	-2	-8
COc1ccc(C(=O)N(Cc2ccco2)Cc2cccs2)c(O)c1	6	0.7	nt	0.2	14	0	-2	1782	9	10	26
Cc1cc(C)cc(Oc2nn[nH]n2)c1	7	1.1	nt	1.1	4	11	nt	1523	-2	0	-6
Fc1ccc(Nc2ccc(-c3ccc(F)cc3)nn2)cc1	5	1.1	1.5	-0.4	2	-3	10	1630	-2	6	-12
Cc1ccc(NC(=O)CO/N=C/c2ccccc2C)c(C)c1	-6	1	-0.3	-0.5	8	12	-9	1725	-3	12	0
CC(=O)NC(Cc1c[nH]c2ccccc12)C(=O)N1CCc2ccccc2C1 (stereo not drawn)	-7	1	-0.016	-0.1	-10	11	11	1449	3	0	-1
O=C(CSc1nnnn1C1CCCC1)NCc1ccc2c(c1)OCO2	-6	0.9	nt	2.8	-4	0	-23	1351	-3	-2	10
CCOC(=O)C1=NN(C(=O)Nc2ccc(OC)cc2)C2C(=O)N(c3cccc(C(F)(F)F)c3)C(=O)C12 (stereo not drawn)	5	1.1	nt	0.8	14	-9	nt	1612	-11	5	-10
O=C(Nc1ccccc1)Nc1ccccc1Br	9	1	-1.9	-0.3	5	-11	-3	1674	-5	6	-2
CC(C)c1nc(C#N)c(NCCCn2ccnc2)o1	10	1	nt	0.6	4	6	nt	1669	-2	-2	0

Single records, from the list above. Order of values: PPARg SRC2 recr	bIAP act	ROMK primary	DTT redox prof	PPARg SRC3 recr	TLR4 MyD88 comp	S1P3 antag	SRC2 TRFRET art	Lmaj promast	PPARg SRC-1 ag	bIAP inh
Shown for O=C(NC(c1ccccc1)c1cc(Cl)c2cccnc2c1O)c1cccnc1 (stereo not drawn) = 4	1.1	0.0012	-0.1	2	6	-4	1488	98*	-2	-8
Shown for Cc1cccc(C2N(c3ccc(F)cc3)C(=O)C3CCCN32)c1 (stereo not drawn) = -3	nt	nt	-1.3	4	9	-3	1449	3	4	nt
Shown for O=C(COC(=O)c1ccccc1NS(=O)(=O)c1ccc(Cl)cc1)NCc1ccccc1 = 15	0.5	-0.68	-0.9	6	-1	0	1729	3	7	46
Shown for O=c1[nH]c(C2CCN(S(=O)(=O)c3ccccc3)CC2)nc2c1nnn2Cc1ccccc1 = -2	1	nt	-1.3	-1	-14	-6	1486	-7	15	5

Remaining list, next part.
SMILES	PPARg SRC2 recr	bIAP act	ROMK primary	DTT redox prof	PPARg SRC3 recr	TLR4 MyD88 comp	S1P3 antag	SRC2 TRFRET art	Lmaj promast	PPARg SRC-1 ag	bIAP inh
CCSc1nc2cc(C(=O)OC)ccc2c(=O)n1CC	-8	1	nt	2.2	4	-14	4	1498	1	-5	2
Cc1cc(NC(=O)Cn2cc([N+](=O)[O-])cn2)no1	0	1	0.32	4.0	1	0	-14	1581	-3	3	4
COc1ccccc1Oc1ccc2c(c1)C(=O)N(c1ccc(O)cc1)C2=O	0	0.9	nt	-1.6	8	-1	15	1516	-9	6	11
CCCC(=O)N1CCN(c2ccc(NC(=O)c3ccc([N+](=O)[O-])o3)cc2)CC1	-1	1	nt	-0.9	2	-3	-9	1516	100*	-2	-1
CCOc1ccc(-n2c(SCC(=O)Nc3cc(C)on3)nnc2-c2c[nH]c3ccccc23)cc1	15	0.9	4.3*	0.2	9	-5	nt	1507	10	3	10
Cc1cc([N+](=O)[O-])cc2ncccc12	-2	0.9	0.028	0.9	7	1	nt	1594	0	11	11
Nc1ccc2oc(=O)c3ccccc3c2c1	4	0.9	nt	3.7	4	-6	6	1619	3	3	11
CN1CCN(C=Nc2nc3ccccc3nc2N2CCCC2)CC1	-6	1.4	-0.65	-0.6	1	-10	5	1604	11	-5	-40
Cc1ccc(C(=O)OCC(=O)c2c[nH]c3ccccc23)cc1NC(=O)c1ccco1	2	0.9	1.2	-0.7	3	-21	1	1308	69*	6	13
COCCNC(=O)Cn1nc(C(F)(F)F)cc1C	-1	0.9	nt	-0.4	-9	10	-22	1433	3	-1	8
CCOc1cc(S(=O)(=O)N(CC)CC)ccc1Cl	-4	1.1	0.4	-2.0	-3	-13	-24	1501	17	-9	-6
Cc1cc(C)nc(SC2c3cccc4cccc(c34)C2NS(=O)(=O)c2ccccc2)n1 (stereo not drawn)	-3	0.9	0.52	-0.6	1	0	-5	1509	25	-2	10
CCn1c(SCC(=O)c2ccc(CNC(C)=O)o2)nnc1-c1cccs1	10	1	-0.32	0.0	4	-1	-34	1711	2	7	0
Cc1nnc(SCC(=O)Nc2ccc(Cl)cn2)n1Cc1ccccc1	7	0.9	-0.53	8.1	0	8	-14	1624	-4	7	8
Cc1cccc(N(CC(=O)N2CCCC2)S(=O)(=O)c2ccccc2)c1C	16	1.1	nt	0.1	3	2	20	1461	0	0	-10
CC(/C=C/c1ccco1)=N\NC(=O)CNc1ccc2ccccc2c1	1	1.1	nt	-1.4	-2	-14	-25	1472	30	5	-5
COCC(=O)Nc1sc2c(c1C(=O)OC)C(C(=O)OC)CC2 (stereo not drawn)	7	1	nt	0.7	2	-9	-7	1573	3	4	-1
Cc1ccc(-n2c(CNc3ccc(F)cc3)nnc2SCC(N)=O)cc1	7	1.1	nt	1.0	11	-18	nt	1572	-4	4	-5
Cc1ccccc1NS(=O)(=O)c1ccc(OCCNS(C)(=O)=O)cc1	0	0.9	0.2	0.2	-4	11	1	1401	50	-7	14

Reformatted with two lines to a compound: 6 of the compounds above.
The line under a structure holds: PPARg SRC2 recr | bIAP act | ROMK primary | DTT redox prof | PPARg SRC3 recr | TLR4 MyD88 comp | S1P3 antag | SRC2 TRFRET art | Lmaj promast | PPARg SRC-1 ag | bIAP inh
CCOc1cc(S(=O)(=O)N(CC)CC)ccc1Cl
  -4 | 1.1 | 0.4 | -2.0 | -3 | -13 | -24 | 1501 | 17 | -9 | -6
Cc1cc(C)nc(SC2c3cccc4cccc(c34)C2NS(=O)(=O)c2ccccc2)n1 (stereo not drawn)
  -3 | 0.9 | 0.52 | -0.6 | 1 | 0 | -5 | 1509 | 25 | -2 | 10
CCn1c(SCC(=O)c2ccc(CNC(C)=O)o2)nnc1-c1cccs1
  10 | 1 | -0.32 | 0.0 | 4 | -1 | -34 | 1711 | 2 | 7 | 0
Cc1nnc(SCC(=O)Nc2ccc(Cl)cn2)n1Cc1ccccc1
  7 | 0.9 | -0.53 | 8.1 | 0 | 8 | -14 | 1624 | -4 | 7 | 8
Cc1cccc(N(CC(=O)N2CCCC2)S(=O)(=O)c2ccccc2)c1C
  16 | 1.1 | nt | 0.1 | 3 | 2 | 20 | 1461 | 0 | 0 | -10
CC(/C=C/c1ccco1)=N\NC(=O)CNc1ccc2ccccc2c1
  1 | 1.1 | nt | -1.4 | -2 | -14 | -25 | 1472 | 30 | 5 | -5

Screening results (PubChem BioAssay)
